Screening data: PubChem BioAssay, National Center for Advancing Translational Sciences (NCATS)
KCNH2 WT inh: qHTS for Inhibitors of KCHN2 3.1: Wildtype qHTS. hit rate 0.37% among 340,000. activity change, % at 1.84 µM. U2OS, BacMam KCNH2, thallium flux FluxOr; active compounds read low. AID 720551, 2013;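 active = maximum activity change below -70%; inconclusive = maximum activity change between -70% and -50%; inactive = maximum activity change above -50%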; note: % is set by controls: 0 for no effect and ±100 for the full control effect
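U2OS cells transduced with wild-type KCNH2 virus are loaded with FluxOr dye for 45 min, and thallium flux is measured in kinetic reads before and after stimulation buffer. Rate constants are normalized to DMSO controls.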
Giardia kill: Small Molecules that selectively kill Giardia lamblia: qHTS; Giardia lamblia trophozoite viability; activity change, % at 7.66 µM, hits read low; hit rate 0.15% among 340,000; in the data active = activity change below about -80%; inconclusive = between about -30% and that limit;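 note: parasites exposed to compound for two days anaerobically before the ATP read; % is set by controls: 0 for no effect and ±100 for the full control effect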
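Viability, read as ATP luminescence: trophozoites at 100 cells/well, compound added, 48 hrs anaerobic at 37 deg C, then 15-30 min room-temperature development before reading.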
CXXC DNA block: qHTS Fluorescence Polarization Assay for Inhibitors of MLL CXXC domain - DNA interaction. Histone-lysine N-methyltransferase 2A (Homo sapiens), Q03164. MLL-CXXC / FITC-HOXA9 DNA fluorescence polarization. Potency, µM (highest dose often 115 µM), inactives show at the highest dose activity change, negative = inhibition, hits mostly inhibitors. hit rate 0.037% among 290,000. AID 2662, 2010; active = well fitted inhibition curve with a large enough effect in the polarisation, with a control signal flat, not every such curve was filed as active; inconclusive = small, poorly fitted or top-dose-only effect, or effect the other way, or a change in a side signal; inactive = no such curve, though single readings can be large or run the other way; the % refers to the polarisation; note: potency is the fitted concentration of half-maximal effect
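Steps: dispense CXXC domain solution (7 uM) → pin compounds or unlabeled HOX-A9 DNA control → 5 min ambient → add FLSN-HOX-A9 solution (50 nM) → spin → 30 min ambient → fluorescence polarization. Tris pH 7.5/NaCl/DTT/BSA buffer.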
GALK inh: qHTS Assay for Inhibitors of Human Galactokinase (GALK); hit rate 0.007% among 270,000; Potency, µM (highest dose often 57.5 µM), without a hit: at the highest dose activity change, negative = inhibition, actives largely listed as inhibitors; P51570; Purified GALK, Kinase-Glo residual ATP luminescence; AID 1868, 2009; note: potency is the fitted concentration of half-maximal effect; % is set by controls: 0 for no effect and ±100 for the full control effect
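GALK at 5 nM final was combined with compound, 35 uM ATP and 100 uM galactose in HEPES pH8.0 with MgCl2 and DTT. The reaction ran one hour at room temperature before luminescent ATP detection.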
TSHR antagonist: Antagonists of the Thyroid Stimulating Hormone Receptor: HTS campaign. Thyrotropin receptor (Homo sapiens), P16473. activity change, negative = inhibition, % at 11.5 µM. AID 504810, 2011. TSHR-expressing cells, TSH-stimulated cAMP HTRF, 2 h; active compounds read low. hit rate 0.2% among 330,000;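 active = activity change below a set negative limit, meaning inhibition stronger than a set level, cut at about -70% in these data; inconclusive = activity change between two set negative limits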; note: % is set by controls: 0 for no effect and ±100 for the full control effect
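TSHR-expressing cells were treated with compounds, then stimulated with TSH at EC80 (4nM final) for 2 hours at 37 deg C. Cellular cAMP was measured by HTRF competition between lysate cAMP and cAMP-d2 for a cryptate-labelled anti-cAMP antibody.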
BCR signal inh: qHTS Assay to Find Inhibitors of Chronic Active B-Cell Receptor Signaling; ABC-DLBCL IkBa-CBG/CBR reporter, luminescence ratio, 4 h; Potency, µM (top dose mostly 46.1 µM), for inactives: at the top dose ratio change, negative = lower green/red ratio, actives largely listed as inhibitors; hit rate 0.05% among 340,000; AID 493014, 2011; active = well fitted inhibition curve with a large enough effect in the signal ratio, with a control signal flat, not every such curve was filed as active; inconclusive = small, poorly fitted or top-dose-only effect, or effect the other way, or a change in a side signal; the % refers to the signal ratio;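 note: potency is the fitted concentration of half-maximal effect; plate controls were basal doxycycline-induced cells for no effect and cells given 10 µM MG132 for full effect; MG132 reads +100%, hits lower the ratio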
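TMD8 ABC-DLBCL cells carrying doxycycline-inducible green luciferase fused to IkappaBalpha plus unfused red luciferase were exposed to compounds (up to 46 uM) for 4 hrs at 37C. Activity came from the overlap-corrected green/red luminescence ratio.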
TCR activator: Activators of T cell receptors: qHTS campaign; Potency, µM (top dose mostly 9.22 µM), for the others: top-dose activation of IL-2 secretion, usual class: activators; AID 504894, 2011; primary human leukocytes, anti-CD3, IL-2 HTRF, 48 h; 330,000 tested, under 10 active; note: % of control where 0% means no effect
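Human primary leukocytes + a-CD3 beads + cpd, 48 hr; IL-2 in supernatant by HTRF (ex 320nm / em 665nm). No co-stimulatory signal supplied.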
Coupling enz: qHTS Assay for Inhibitors of Fructose-1,6-bisphosphate Aldolase from Giardia Lamblia: Coupling assay counterscreen; hit rate 0.67% among 290,000; activity change, negative = inhibition, % at 58.2 µM, hits read low; coupling enzyme system counterscreen, AmpLite Red fluorescence; in the data active = activity change below about -30%; note: % is set by controls: 0 for no effect and ±100 for the full control effect
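First, compound is pin-transferred into glyceraldehyde-3-phosphate coupling-enzyme reagent at 57.5 uM final and held 10 min at RT. Next, substrate, coupling system and AmpLite Red are added. After 20 min RT, fluorescence (525/598 nm) is read.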
Tb PFK inh: qHTS Assay to Find Inhibitors of T. brucei phosphofructokinase. Potency, µM (highest dose often 57.5 µM), inactives show at the top dose activity, negative = inhibition, usual class: inhibitors. T. brucei PFK, ADP-Glo luminescence. hit rate 0.17% among 330,000. ATP-dependent 6-phosphofructokinase (Trypanosoma brucei brucei), O15648;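 note: potency is the fitted concentration of half-maximal effect; 0% = uninhibited 1x PFK enzyme wells and -100% = no-enzyme wells; nearly all actives have a fitted effect of over 60% in size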
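Luminescent ADP detection (ADP-Glo, two-step: ATP depletion then ADP-to-ATP conversion for luciferase) reported PFK activity after 45 min room-temperature reaction of 1.25 nM enzyme with 0.5 mM F6P and 0.1 mM ATP at pH 8.0.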
A-T KAP1 phos: qHTS Assay for Identifying a Potential Treatment of Ataxia-Telangiectasia | […] A-T fibroblasts, KAP-1 phosphorylation AlphaLISA; neocarzinostatin DNA damage 30 min before lysis | Potency, µM (series often up to 57.5 µM), for inactives: at the top dose activation, actives largely listed as activators | hit rate 0.19% among 320,000 | AID 485349, 2010; note: potency is the fitted concentration of half-maximal effect; % of control where 0% means no effect; nearly all actives have a fitted effect of over 45% in size
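ATM-like activity read as KAP-1 phosphorylation via AlphaLISA donor/acceptor antibody pairs after lysis and 6 hr at 25C. Cells were ATM-null patient fibroblasts ([…], hTERT), dosed 60 min, then exposed to the DSB inducer NCS for 30 min.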
* marks the source's active call; other numbers are inactive results; u = inconclusive; x = no result given; [ ] = dose if it differs, or a comment. Unless noted, calls come from the whole dose curve; as a rule, active = well fitted curve in the direction sought with a large enough effect; inconclusive = small, poorly fitted or top-dose-only effect, or another doubt; inactive = no such curve, though single readings can be large; an effect the other way counts as inactive or inconclusive.

SMILES	KCNH2 WT inh	Giardia kill	CXXC DNA block	GALK inh	TSHR antagonist	BCR signal inh	TCR activator	Coupling enz	Tb PFK inh	A-T KAP1 phos
CC(C)(C)c1nn(-c2ccccc2)c2[nH]c(=O)c(CNCc3ccco3)cc12	4	1	-1%	2%	-3	0%	-5%	3	2%	-1%
Cc1ccc(C(=O)C(OC(=O)c2cnccn2)c2ccccc2)cc1 (configuration not stated)	-27	18	9%	0%	0	1%	-9%	3	-2%	7%
O=C(Cc1cccc2ccccc12)N/N=C/c1ccc(OC(=O)/C=C/c2ccco2)cc1	-9	-3	20%	-5%	-2	0%	5%[46.1 µM]	1	-23%	3%
Cc1c(C2=CCN(S(=O)(=O)c3ccc(Cl)cc3)CC2)c2ccccc2n1C	0	-6	-2%	2%	-2	3%	-1%[46.1 µM]	2	-4%	-2%
Cc1ccc(S(=O)(=O)NCCC(=O)NCc2ccccc2)cc1	-33	-16	7%	3%	2	2%	-2%	2	-1%	1%
COC(=O)COc1cccc(NS(=O)(=O)c2ccc(NC(C)=O)cc2)c1	6	13	1%	0%	-13	-1%	-4%	0	-1%	1%
O=C(NNC(=O)c1ccc([N+](=O)[O-])cc1)NC1CCCCC1	32	3	-1%	-1%	1	-1%	-1%	0	1%	1%
CCCOc1cccc(C(=O)NCCNC(=O)c2ccccn2)c1	-4	12	17%	5%	-5	u	-6%	3	-1%	3%
CCOC(=O)Cc1nc2cc(Cl)ccc2o1	-5	4	0%	1%	1	u	-1%	0	0%	3%
Cc1oc(/N=C/c2ccccc2)c(C#N)c1C	10	12	5%	-3%	11	5%	x	1	1%	0%
O=C(Nc1ccccc1)Nc1ccc(Cl)c(S(=O)(=O)N2CCOCC2)c1	-8	0	-5%	6%	-6	0%	-18%	2	-3%	-5%
Cc1c(CC(=O)N[C@@H](C)C(=O)O)c(=O)oc2cc3c(cc12)CCC(C)(C)O3	4	-16	-2%	2%	5	10%	-1%	2	9%	17%
CC(Sc1nnc(-c2ccc(Cl)cc2)n1C)C(N)=O (configuration not stated)	5	-1	-3%	8%	3	-1%	5%	0	-3%	6%
Cc1cc(C(=O)N/N=C/c2cccn2C)n[nH]1	2	-20	-1%	0%	14	u	-2%[46.1 µM]	1	5%	-7%
Cc1cccc(C)c1OCC(=O)NCc1nnc(SCC(=O)NC2CCCCC2)n1C	-5	6	5%	0%	-3	u	-5%	3	-9%	2%
COC(=O)C(NC(C)=O)(Nc1ccccn1)C(F)(F)F (configuration not stated)	-1	-10	-6%	-2%	-2	-2%	6%	0	0%	-1%
Cc1ccc(C)c(S(=O)(=O)N2CCCOC2CNC(=O)C(=O)NCc2ccccn2)c1 (configuration not stated)	0	14	11%	4%	14	-1%	4%	x	0%	-4%
CCOC(=O)/C=c1\s/c(=C\c2ccc3cc(OC)ccc3c2)c(=O)n1CC(=O)NCC1CCCO1 (configuration not stated)	5	10	u	1%	0	-7%	2%	1	-2%	0%
CC(C)Cc1cc(C(=O)Nc2sc3c(c2C#N)CCCC3)no1	0	-1	9%	-1%	8	6%	3%[46.1 µM]	1	1%	21%
COc1ccc2c(c1)C(=O)c1ccccc1CO2	4	-6	20%	-3%	1	2%	-5%	-1	-1%	6%
Cc1ccc([N+](=O)[O-])c(OCCN2CCC(Cc3ccccc3)CC2)c1	-4	0	-8%	9%	6	u	-7%	1	-2%	3%
Oc1ccccc1CNc1ccc(OC(F)(F)F)cc1	1	-19	-13%	2%	-17	u	6%	-3	-1%	-4%
O=C1C2C3C=CC(CC3)C2C(=O)N1c1ccc(Br)cc1[N+](=O)[O-] (configuration not stated)	4	u	11%	-2%	-2	-1%	1%	0	0%	-4%
COCc1cc(=O)n2[nH]c(-c3ccsc3-n3c(C)ccc3C)cc2n1	-2	7	38%[activator]	-5%	44	u	-3%	-5	u	-3%
COC(=O)c1ccccc1NS(=O)(=O)c1ccc2c3c(cccc13)C(=O)N2	-9	-7	-12%	-4%	-5	u	x	-1	2%	-10%

Structures listed so far containing a cyano group, in the order listed:
SMILES	KCNH2 WT inh	Giardia kill	CXXC DNA block	GALK inh	TSHR antagonist	BCR signal inh	TCR activator	Coupling enz	Tb PFK inh	A-T KAP1 phos
Cc1oc(/N=C/c2ccccc2)c(C#N)c1C	10	12	5%	-3%	11	5%	x	1	1%	0%
CC(C)Cc1cc(C(=O)Nc2sc3c(c2C#N)CCCC3)no1	0	-1	9%	-1%	8	6%	3%[46.1 µM]	1	1%	21%

(list continues)
SMILES	KCNH2 WT inh	Giardia kill	CXXC DNA block	GALK inh	TSHR antagonist	BCR signal inh	TCR activator	Coupling enz	Tb PFK inh	A-T KAP1 phos
CC1=C(C(N)=O)C(c2ccccc2F)NC(=O)N1 (configuration not stated)	1	-2	6%	1%	52	14%	-2%	0	1%	x
COc1cccc(CNC(=O)CCNS(=O)(=O)c2ccc(C)cc2)c1	-11	-10	x	x	17	4%	13%	x	-1%	1%
CCOc1ccc(C(=O)Nc2ccc(NC(=O)c3cccs3)cc2)cc1[N+](=O)[O-]	-81*	-7	10%	1%	0	-8%	4%[46.1 µM]	1	-13%	-2%
O=C(c1ccccc1Br)N1CCN(Cc2ccc3c(c2)OCO3)CC1	-9	6	18%	-5%	-6	-20%	x	5	0%	-1%
CC1(C)OC2CCN3C(C(O)COS3(=O)=O)C2O1 (configuration not stated)	8	-11	4%	x	-6	-12%	4%	1	-1%	11%
CC(NC(=O)c1ccccc1NC(=O)c1ccncc1)c1ccccc1 (configuration not stated)	-26	-12	u	0%	-4	4%	5%	-3	0%	-1%
Cc1cccc(N2CC(C(=O)Nc3ccc(S(=O)(=O)N4CCCCC4)cc3)CC2=O)c1C (configuration not stated)	4	-22	4%	0%	-19	0%	-4%	-6	1%	3%
COc1ccccc1C(=O)Nn1c(-c2cccs2)nc2ccccc2c1=O	4	2	2%	0%	25	0%	-4%	2	-1%	0%
Cc1ccc(-c2nc(N)sc2CC(=O)OCC(=O)NC2CCCC(C)C2C)cc1 (configuration not stated)	-2	-19	3%	0%	-8	13%	-3%[46.1 µM]	2	0%	-1%
CC(/C=N\N1CCN(c2ccc(Cl)cc2)CC1)=C\c1ccccc1	0	-7	11%	4%	11	u	-7%	4	-6%	1%
CNC[C@H]1Oc2c(NS(=O)(=O)c3cccs3)cccc2C(=O)N([C@H](C)CO)C[C@@H]1C	-1	1	x	x	-8	-1%	8%	x	11%	1%
COC(=O)COc1ccc(S(=O)(=O)Nc2ccc3c(c2)OCCO3)cc1C	-10	8	0%	3%	-20	-6%	1%	0	-7%	10%
CCOC(=O)c1cccc(NC(=O)CSc2nnc(COc3ccccc3)n2CC)c1	-18	-15	6%	-1%	2	u	6%	-2	-1%	3%
c1ccc(CN2CCN(CCN3CCn4c3nc3ccccc34)CC2)cc1	7	13	4%	13%	3	-3%	4%	2	2%	-2%
Cn1cnnc1SCC(=O)c1cccc([N+](=O)[O-])c1	0	u	1%	0%	1	1%	2%[46.1 µM]	-7	3%	-2%
CC1CC(C)CN(CC(O)COCCOc2ccc(Br)cc2)C1 (configuration not stated)	6	u	3%	0%	11	-9%	-2%[46.1 µM]	7	-1%	2%
Cc1c(NC(=O)CN2C(=O)c3ccc([N+](=O)[O-])cc3C2=O)c(=O)n(-c2ccccc2)n1C	9	14	-2%	1%	1	6%	-3%	-2	-2%	3%
COCc1nc2ccccc2n1Cc1c(F)cccc1Cl	14	11	-5%	1%	2	u	-7%	4	-1%	-1%
CCc1nc(C)ccc1OCC(=O)N(CC)CC	-6	5	3%	2%	9	1%	-1%	3	-10%	-3%
CCn1c(=O)c(C(=O)Nc2ncccc2C)c(O)c2ccccc21	1	-14	-19%	0%	-12	u	0%	-11	5%	-3%
Cc1[nH]c2ccccc2c1/C=N/NC(=O)Nc1ccccc1	x	u	4%	0%	-7	u	4%	3	1%	1%
COc1ccc(NS(=O)(=O)c2cccc(C(=O)NN=Cc3ccc(O)c(OC)c3)c2)cc1	-7	-1	x	x	11	-7%	-5%[46.1 µM]	x	0%	4%
CNC(=O)COC(=O)c1ccc(Cl)c(S(=O)(=O)N2CCCC2)c1	11	-8	12%	8%	-1	-6%	x	5	0%	-6%
N#CCC(=O)N/N=C/c1ccc(OC2CSC2)cc1	-2	-6	5%	1%	-12	-2%	6%	-2	-14%	4%
